Bioassay records (PubChem)
OTUD3 block = blocks human OTUD3 ubiquitin-rhodamine cleavage. inhibition, % at 25 µM. purified OTUD3, Ub-rhodamine fluorescence, 2 h. 47,000 compounds, 0.7% hits. Q5T2D3
Target sequence (Q5T2D3 whole entry, looked up): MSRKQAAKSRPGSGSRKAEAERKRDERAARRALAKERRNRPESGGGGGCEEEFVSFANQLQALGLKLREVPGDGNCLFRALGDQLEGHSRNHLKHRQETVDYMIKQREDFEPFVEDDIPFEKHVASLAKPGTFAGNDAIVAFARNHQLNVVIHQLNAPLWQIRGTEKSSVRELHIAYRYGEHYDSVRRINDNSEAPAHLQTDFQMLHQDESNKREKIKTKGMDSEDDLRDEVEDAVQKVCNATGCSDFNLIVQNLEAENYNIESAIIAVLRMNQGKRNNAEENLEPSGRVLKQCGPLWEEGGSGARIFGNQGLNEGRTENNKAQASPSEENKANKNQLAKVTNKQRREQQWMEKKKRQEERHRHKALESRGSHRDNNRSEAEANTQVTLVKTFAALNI
USP17 block = inhibitors of human USP17 deubiquitinase. A8MUK1. purified USP17, Ub-rhodamine cleavage fluorescence, 3 h. inhibition, % at 50 µM. 47,000 compounds, 6.5% hits. AID 1645855
USP7 block = inhibitors of human USP7 deubiquitinase; Q93009; purified USP7, Ub-rhodamine cleavage fluorescence; inhibition, % at 20 µM; 47,000 compounds, 0.3% hits; AID 1645854
USP28 inh = human USP28 deubiquitinase inhibition; AID 1645857; inhibition, % at 25 µM; 47,000 compounds, 3% hits; purified USP28, Ub-rhodamine cleavage fluorescence, 30 min
UCHL1 inh = inhibitors of human UCHL1 deubiquitinase; purified UCHL1, Ub-rhodamine cleavage fluorescence; 47,000 compounds, 0.2% hits; P09936; inhibition, % at 20 µM
USP8 inh = human USP8 deubiquitinase inhibition. 47,000 compounds, 4.2% hits. P40818. purified USP8, Ub-rhodamine cleavage fluorescence, 30 min. inhibition, % at 20 µM
USP30 block = human USP30 deubiquitinase inhibition; purified USP30, Ub-rhodamine cleavage fluorescence; inhibition, % at 25 µM; 47,000 compounds, 5.3% hits; AID 1645860
Target sequence (Q70CQ3 whole entry, looked up): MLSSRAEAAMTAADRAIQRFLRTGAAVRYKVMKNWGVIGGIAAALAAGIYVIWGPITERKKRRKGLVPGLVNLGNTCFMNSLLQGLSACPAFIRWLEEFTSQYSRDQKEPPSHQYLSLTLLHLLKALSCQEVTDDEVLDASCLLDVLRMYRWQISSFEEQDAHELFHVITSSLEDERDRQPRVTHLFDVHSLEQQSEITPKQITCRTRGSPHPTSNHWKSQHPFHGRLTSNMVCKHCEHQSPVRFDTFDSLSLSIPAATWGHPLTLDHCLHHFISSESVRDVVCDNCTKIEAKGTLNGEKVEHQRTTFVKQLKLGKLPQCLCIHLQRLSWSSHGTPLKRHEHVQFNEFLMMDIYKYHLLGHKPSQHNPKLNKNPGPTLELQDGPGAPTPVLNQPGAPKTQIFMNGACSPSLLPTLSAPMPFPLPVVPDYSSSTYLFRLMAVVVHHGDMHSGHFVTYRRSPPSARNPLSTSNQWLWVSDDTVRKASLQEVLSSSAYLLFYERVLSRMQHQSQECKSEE
USP10 inh = inhibitors of human USP10 deubiquitinase; Q14694; purified USP10, Ub-rhodamine fluorescence, 60 min; inhibition, % at 20 µM; 47,000 compounds, 1.1% hits; AID 1645856
* marks the source's active call; other numbers are inactive results; i = inactive; . = no result given. Cut-off read from the data, not from the text of the source: active = inhibition above about 30%; inactive = the rest. Compounds as they come, and some 14% of all compounds hit somewhere here.

No.	SMILES	USP10 inh	USP17 block	USP30 block	USP28 inh	USP7 block	USP8 inh	OTUD3 block	UCHL1 inh
1	O=C1CCC2(C(=O)O)Sc3ccccc3N12 (stereo not drawn)	5	13	28	10	4	0	19	3
2	Cc1ccc(-c2c(NC(=O)c3cccs3)n(C)c3ccccc3c2=O)cc1	16	22	27	14	9	32*	9	6
3	O=C(Nc1ccncc1)C1Cn2ccnc2C2(CCN(C(=O)Cc3ccccc3)CC2)O1 (stereo not drawn)	-5	4	5	5	4	-26	10	-3
4	Cc1ccccc1CC(=O)N1CCN(S(=O)(=O)c2c(C)nn(C)c2C)CC1	0	12	-9	9	2	1	9	1
5	Cc1ccccc1NC(=O)Cn1cnc(S(=O)(=O)N2CCCCC2)c1	2	-1	0	-6	-1	1	0	-3
6	O=C(CSc1nnc(-c2cccnc2)o1)N1CCN(c2ccc(F)cc2)CC1	1	11	10	13	6	19	5	2
7	CCNc1cc(N2CCCC(CCC(=O)N3CCCC(C)C3)C2)ncn1 (stereo not drawn)	-1	-22	-1	1	0	-131	-2	0
8	Cc1ccc(S(=O)(=O)c2cnc3ccccc3c2N2CCCC2)cc1	4	-21	-4	-4	2	0	0	-4
9	O=C(O)c1ccc(CSc2nc3ccncc3n2Cc2ccccc2)cc1	0	-3	.	.	3	0	-3	0
10	O=C(O)c1ccccc1-n1cc(CN[C@@H]2CCC[C@H]2O)cn1	1	16	10	3	4	9	16	4
11	COC(=O)CSc1nnc(-c2ccccc2O)n1Cc1ccccc1	2	-12	20	10	-1	37*	7	0
12	CC1CCN(C(=O)C2CCN(c3c(C#N)cnc4ccccc34)CC2)CC1	-3	-16	-7	-3	-54	-2	0	0
13	NC(=O)C1CCN(C(=O)CCCn2c(=O)[nH]c3cc(Cl)ccc3c2=O)CC1	-1	8	8	11	7	15	7	3
14	O=C(C1CCN(c2nc3cccnc3s2)CC1)N1CCN(Cc2ccccc2)CC1	-2	.	15	6	0	6	10	1
15	O=C1CCCc2cc(S(=O)(=O)N3CCCC3C(=O)N3CCOCC3)ccc2N1 (stereo not drawn)	2	2	8	-2	-3	-1	-1	-6
16	COc1ccccc1CNC(=O)COc1cccnc1[N+](=O)[O-]	0	-1	2	4	1	-71	7	3
17	Cc1nn(-c2ccc(F)cc2)c2c1C(C(=O)c1cc3ccccc3o1)CC(=O)N2 (stereo not drawn)	13	.	-18	-4	1	12	-10	-2
18	O=S(=O)(c1ccc2nc(NC3CCCCC3)cnc2c1)N1CCCCC1	-3	-18	-127	-32	1	-19	-35	-2
19	O=c1[nH]c(C2CCN(S(=O)(=O)c3ccc(S(=O)(=O)NC4CC4)cc3)CC2)nc2c1nnn2Cc1c(Cl)cccc1Cl	31*	28	12	6	13	32*	11	5
20	CCN(CC)C(=O)Cn1cc(C(=O)C(=O)NCc2ccccc2Cl)c2ccccc21	5	5	45*	17	5	15	8	4
21	O=C(CCc1nnc2ccc(N3CCCCC3)nn12)NCc1cccnc1	2	10	16	9	2	21	8	4
22	CC(C)(C)C(=O)Nc1sc2c(c1-c1nc3ccccc3[nH]1)CCCC2	-5	-14	-49	-11	2	23	-11	2
23	CCn1c(CCNC(=O)Cc2ccccc2)nc2ccccc21	0	-2	-12	-2	-3	1	0	-1
24	COc1cccc(C(=O)OC(C(=O)c2c[nH]c3ccccc23)c2ccccc2)c1OC (stereo not drawn)	-4	-38	.	.	-1	-18	0	0
25	O=C(c1ccccc1)N1CC[C@@H]2[C@H](C1)CN2C(=O)c1ccc(F)cc1	2	0	11	-6	0	8	0	1
26	O=C(Cn1cnc2cc([N+](=O)[O-])ccc2c1=O)c1c[nH]c2ccccc12	-2	20	-72	13	-22	-204	-11	-1
27	C[C@]12C(=O)N(Cc3ccc4c(c3)OCO4)CC(=O)N1CCc1c2[nH]c2ccccc12	4	0	23	0	-1	-11	0	6
28	O=C(Nc1cccc(F)c1)C1CCN(S(=O)(=O)c2ccc(F)cc2)CC1	5	-4	0	0	-68	-9	-2	-6
29	COc1cccc(C(=O)Nc2cccc(N3CCCC3=O)c2)c1OC	0	0	6	-6	-4	4	0	-4
30	Cc1nc(-c2noc(-c3ccncc3)n2)cn1CC(=O)N1CCN(c2ccc(F)cc2)CC1	2	0	62*	1	0	-21	3	-1
31	Cc1nc2ccc(C(=O)N3CCC(COc4ccccn4)CC3)cc2[nH]1	-1	-1	-3	-3	-2	7	-3	1
32	Clc1ccc2c(Nc3ccc4c(c3)OCO4)ccnc2c1	7	56*	53*	43*	6	-66	10	5
33	CCn1c(CC(=O)Nc2ccc(C)cc2)nnc1SCC(=O)c1ccccc1	1	11	13	1	-1	-18	1	-4
34	Cc1ccc2cc(NC(=O)c3ccco3)ccc2n1	-2	6	-1	16	1	15	3	-1
35	Cc1ccc(S(=O)(=O)C2(C(=O)Nc3ccc(Br)cc3)CC2)cc1	7	10	22	19	-22	-2	-1	0
36	N#Cc1ccc(-c2ccc(OCC(=O)Nc3ccc4c(c3)CCC4)cc2)cc1	20	24	44*	41*	11	36*	42*	2
37	COc1ccc(S(=O)(=O)Nc2ccc3c(c2)CCCN3S(C)(=O)=O)cc1OC	-2	-5	-6	-14	0	1	-3	-1
38	CCC(C)c1ccccc1OCC(O)CN1CCN(CCN2C(=O)c3cccc4cccc(c34)C2=O)CC1 (stereo not drawn)	5	8	18	5	14	10	3	10
39	O=C(C1CCOCC1)N1CCc2nc3ccccc3n2C(Cc2ccccc2)C1 (stereo not drawn)	-1	5	8	8	2	9	3	2
40	Cn1nnnc1SCC(=O)c1cc2ccccc2oc1=O	-1	25	-8	-8	-4	-2	-3	-1
41	CCOC(=O)c1cnn(-c2ccc(C(=O)NCc3ccccc3)cc2)c1N	0	6	22	10	5	5	9	2
42	Cn1c(SCCOc2ccccc2Cl)nnc1-c1ccc2c(c1)OCCO2	3	17	39*	38*	-3	5	8	3
43	CC(C)=CCc1cc(O)ccc1O	-1	4	0	0	-1	5	-3	-1
44	O=C(NCc1ccc(F)cc1)C1Oc2ccccc2NC1=O (stereo not drawn)	3	.	7	-1	-5	-4	0	1
45	CCOC(=O)N1CCC(NC(=O)c2cc3ccccc3s2)CC1	0	7	0	3	-1	0	2	0
46	CCc1ccccc1NS(=O)(=O)c1ccc2c(c1)N(C(C)=O)CC(C)S2 (stereo not drawn)	5	0	21	9	0	6	11	4
47	COc1cccc(NC(=O)c2nc3c(s2)CCCN3c2ncccn2)c1	-3	-59	.	.	-2	-6	-2	-2
48	Cc1nc(-c2ccc(C)c(S(=O)(=O)NCc3ccccc3C)c2)cs1	3	-2	15	-3	3	-3	-5	0
49	O=C1[C@@H]2Cc3c([nH]c4ccccc34)C(c3ccccc3)N2C(=O)CN1C1CCN(Cc2ccccc2)CC1 (stereo partly drawn)	-6	2	-9	-2	7	2	-6	8
50	CCOc1ccc(CC(=O)N2CCC([C@@H]3C[C@H](C(F)F)n4nc(C)cc4N3)CC2)cc1	0	-38	-12	-1	1	-303	-5	-1
51	CNC(=O)Cn1c(-c2cscn2)nc2ccccc21	1	1	10	2	2	1	12	0
52	COc1cccc(C(=O)Nc2ccc(Cn3cncn3)cc2)c1OC	0	-8	-28	-2	1	1	-7	0
53	COc1ccc(C2[C@@H]3CCCC[C@]3(O)CCN2C(=O)/C=C/c2ccc3c(c2)OCO3)cc1 (stereo partly drawn)	-1	-1	1	-4	1	-48	-4	0
54	Cc1ccc(C(=O)N2CCC3(CC2)Nc2cccnc2NC3=NCc2ccccc2)cn1	-3	-131	i	-184	-31	-218	-123	-34
55	CSc1nc(Oc2ccc(F)cc2)c2cnn(-c3ccccc3)c2n1	2	-2	11	-1	10	4	11	3
56	O=C(NCc1ccc(S(=O)(=O)N2CCCCCC2)s1)C1CC1	1	13	1	11	2	12	6	-1
57	Cc1ccc2c(=O)c(C(=O)N3CCCC3)cn(CC(=O)Nc3cccc(F)c3)c2n1	0	-3	-5	0	-1	-13	0	0
58	CCc1cnc(N2CCC3(CCN(C(=O)c4cccnc4)C3)CC2)nc1	2	-39	-19	-17	1	-298	-2	-4
59	O=C(Cn1nnc2ccccc21)N1CCCC(Cc2ccn[nH]2)C1 (stereo not drawn)	-2	-8	-22	-22	-1	-10	-8	-3
60	COc1ccc(CCNC(=O)c2cc(S(=O)(=O)N(C)Cc3ccccc3)ccc2Cl)cc1	-3	-17	-80	-36	-20	-18	-22	-6

Filtered by structure: those above containing a cyano group
No.	SMILES	USP10 inh	USP17 block	USP30 block	USP28 inh	USP7 block	USP8 inh	OTUD3 block	UCHL1 inh
12	CC1CCN(C(=O)C2CCN(c3c(C#N)cnc4ccccc34)CC2)CC1	-3	-16	-7	-3	-54	-2	0	0
36	N#Cc1ccc(-c2ccc(OCC(=O)Nc3ccc4c(c3)CCC4)cc2)cc1	20	24	44*	41*	11	36*	42*	2

Shown as labelled records: part of the list above.
43	CC(C)=CCc1cc(O)ccc1O
  USP10 inh: -1
  USP17 block: 4
  USP30 block: 0
  USP28 inh: 0
  USP7 block: -1
  USP8 inh: 5
  OTUD3 block: -3
  UCHL1 inh: -1

28	O=C(Nc1cccc(F)c1)C1CCN(S(=O)(=O)c2ccc(F)cc2)CC1
  USP10 inh: 5
  USP17 block: -4
  USP30 block: 0
  USP28 inh: 0
  USP7 block: -68
  USP8 inh: -9
  OTUD3 block: -2
  UCHL1 inh: -6

13	NC(=O)C1CCN(C(=O)CCCn2c(=O)[nH]c3cc(Cl)ccc3c2=O)CC1
  USP10 inh: -1
  USP17 block: 8
  USP30 block: 8
  USP28 inh: 11
  USP7 block: 7
  USP8 inh: 15
  OTUD3 block: 7
  UCHL1 inh: 3

38	CCC(C)c1ccccc1OCC(O)CN1CCN(CCN2C(=O)c3cccc4cccc(c34)C2=O)CC1 (stereo not drawn)
  USP10 inh: 5
  USP17 block: 8
  USP30 block: 18
  USP28 inh: 5
  USP7 block: 14
  USP8 inh: 10
  OTUD3 block: 3
  UCHL1 inh: 10

The list continues.
No.	SMILES	USP10 inh	USP17 block	USP30 block	USP28 inh	USP7 block	USP8 inh	OTUD3 block	UCHL1 inh
61	CCN(CC)c1ccc(NC(=O)c2cc(=O)[nH]c3ccccc23)cc1	-2	-7	-26	-12	3	17	-8	-1
62	Cc1ccc(NS(=O)(=O)c2cc(C(=O)NCc3cccnc3)ccc2Cl)cc1	4	6	6	4	10	11	4	4
63	O=C1C2CN(Cc3ccccc3)CC=C2Nc2nnnn21 (stereo not drawn)	0	0	-1	-4	-1	0	-2	0
64	Cc1nc2c(-c3ccccc3)noc2c(=O)n1CC(=O)O	4	8	31*	8	7	5	21	5
65	Cc1cccc(Cn2nc(C(C)(C)C)cc2C(=O)NCc2cccs2)c1	9	-1	10	5	-5	1	15	2
66	O=C1COc2ccc(S(=O)(=O)N3CCCC(C(=O)NCCc4ccccc4)C3)cc2N1 (stereo not drawn)	0	7	19	12	3	19	13	3
67	Cc1ccc(-c2noc(-c3cccc(OCC(=O)N(C)C)c3)n2)cc1	-4	51*	53*	18	-7	-30	6	3
68	CC(C)CCNc1nccn(-c2cccc(Cl)c2)c1=O	-6	-16	-88	-19	-18	-13	-11	0
69	CCOc1ccccc1C(=O)Nc1c(C)nc2cc(C)ccn2c1=O	1	10	23	2	3	5	9	1
70	Cc1ccc(NC(=O)CCc2c(C)nn3cnnc3c2C)c(Cl)c1	1	4	15	5	3	-1	3	2
71	CCN1C(=O)c2cccc3c(S(=O)(=O)NC(Cc4ccccc4)C(=O)O)ccc1c23 (stereo not drawn)	-3	-21	-71	-6	-2	-8	-3	0
72	Cc1nc(N2CCCCC2)ncc1-c1cc(=O)[nH]c(N2c3ccccc3CC2C)n1 (stereo not drawn)	2	-5	-21	-10	6	-19	-6	4
73	Cn1cc(C(=O)Oc2ccc(C#N)cc2)c(C(F)(F)F)n1	-2	0	7	-3	0	3	0	-1
74	CNc1cc(C2CCCN2C(=O)Cc2c(C)nn(C)c2C)nc(C)n1 (stereo not drawn)	-1	0	7	3	2	-12	0	1
75	COc1ccc(Br)c(C(=O)NCC2(O)CCc3ccccc32)c1 (stereo not drawn)	0	-4	-2	3	0	-18	9	2
76	O=C(O)CCNC(=O)/C(=C/c1ccc(Cl)cc1)NC(=O)c1ccco1	-1	-4	-2	-7	-2	5	0	-3
77	CCOC(=O)c1cc(S(=O)(=O)NCc2ccc3c(c2)OCO3)cn1C	-1	2	13	22	4	18	13	6
78	CCCn1c(=O)c(C#N)cn(C2CC2)c1=O	3	-1	8	7	3	0	8	1
79	CCOc1ccc(NC(=O)c2ccc(F)c(S(=O)(=O)N3CCN(c4ccccn4)CC3)c2)cc1	9	-7	0	-12	3	0	-14	0
80	OCCOc1ccc(CN2CCCn3c(nc4ccccc43)C2)cc1	0	5	.	.	8	6	-3	1
81	CCOc1ccccc1NC(=O)N1CCCN(c2ncccc2C#N)CC1	-1	6	5	6	3	4	10	2
82	CCn1c(C(=O)O)c(CNCc2ccc3c(c2)OCO3)c2ccc(C)cc21	-1	-2	1	-2	0	-1	-1	0
83	CCN(CC)S(=O)(=O)c1ccc(N2CCOCC2)c(NC(=O)Cc2ccc(OC)cc2)c1	-2	-6	-15	-14	0	-13	-12	-1
84	Cc1cccc(S(=O)(=O)NCCc2cn(C)c3ncccc23)c1	0	.	-10	-5	-1	-8	-3	-2
